Bioassay records as filed in PubChem BioAssay.
miR122 inh – miR-122 Renilla sensor signal increase in Huh7, primary screen, miR-122 inhibitor project, cell-based, single point, plate reader; Huh7 miR-122 Renilla luciferase sensor, 48 h; neutral wells = 0, positive control = 100; activation (reporter increase), % at 12.5 µM; 340,000 tested, 0.3% active;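 active = mean replicate activation score at least 90 and every replicate individually at or above 90; inconclusive = only one of the two criteria met; inactive = neither criterion met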;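 note: higher luciferase means less miR-122 activity so hits act as miR-122 inhibitors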
RAD52 anneal inh – RAD52 DNA annealing inhibitors, primary screen, biochemical, FRET, single point, set 2 | DNA repair protein RAD52 homolog (Homo sapiens), P43351 | recombinant RAD52 DNA annealing, FRET fluorescence | inhibition, % at 18.7 µM | 360,000 tested, 0.46% active | AID 651710, 2012;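 active = every replicate showing at least 50% inhibition; inconclusive = mean inhibition at least 50% but not in every replicate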
Target sequence (P43351 whole entry, looked up): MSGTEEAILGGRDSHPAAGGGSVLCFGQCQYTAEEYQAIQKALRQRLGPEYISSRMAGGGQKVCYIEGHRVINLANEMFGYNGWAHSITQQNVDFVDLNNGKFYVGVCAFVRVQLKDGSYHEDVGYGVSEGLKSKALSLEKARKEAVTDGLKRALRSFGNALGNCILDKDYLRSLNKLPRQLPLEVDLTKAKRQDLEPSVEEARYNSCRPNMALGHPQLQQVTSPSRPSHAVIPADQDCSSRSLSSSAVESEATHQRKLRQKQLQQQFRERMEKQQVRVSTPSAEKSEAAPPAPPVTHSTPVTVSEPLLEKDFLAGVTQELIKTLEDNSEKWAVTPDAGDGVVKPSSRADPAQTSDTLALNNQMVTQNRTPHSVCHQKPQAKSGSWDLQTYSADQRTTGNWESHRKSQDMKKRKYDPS
PGC1a acetyl inh – inhibitors of PGC1a acetylation signal, primary screen, cell-based, U2OS, AlphaScreen, inhibitor mode; inhibition, % at 15.6 µM; AlphaScreen anti-acetyl-lysine; with virally co-expressed GCN5 acetyltransferase; 350,000 tested, 0.17% active;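 active = every replicate shows inhibition of at least 40%; inconclusive = mean inhibition at least 40% but some replicate below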;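 note: 0% = neutral control wells and 100% = positive control wells; some results beyond the cut were filed as inactive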
RAD54 branch – inhibitors of human RAD54 branch migration, primary screen, biochemical, fluorescence, single point; RAD54 Holliday junction branch migration, FAM/BHQ fluorescence; inhibition, % at 10.4 µM; 360,000 tested, 0.14% active; AID 602329, 2012;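 active = mean normalized replicate activity at least 40 and at least half of replicates scoring 40 or more; inconclusive = only one of the two criteria met; inactive = mean below 40 and under half of replicates reaching 40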;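 note: 0% = median of neutral control wells and 100% = median of positive control wells; inhibitors cause a drop in the FAM fluorescence signal; in these data hits start at about 50%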
E-sel inducer – E-selectin induction in HUVECs, primary screen, imaging, HUVEC, immunofluorescence imaging, single point. P16581. normalized: neutral wells 0, TNF-alpha wells 100. activation, % at 7.58 µM. 260,000 tested, 0.37% active. AID 686992, 2013;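 active = mean E-selectin-positive cell signal at least 10% of the positive control, reached in at least 60% of replicates, without over 20% cell loss; inconclusive = no rule given, readout overlaps actives, possibly toxicity-flagged; inactive = the rest, including those meeting only one limit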;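 note: in these data hits start at about 27%; measured in HUVEC primary endothelial cells; signal is the percent of cells scored E-selectin positive by PE staining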
Target sequence (P16581 whole entry, looked up): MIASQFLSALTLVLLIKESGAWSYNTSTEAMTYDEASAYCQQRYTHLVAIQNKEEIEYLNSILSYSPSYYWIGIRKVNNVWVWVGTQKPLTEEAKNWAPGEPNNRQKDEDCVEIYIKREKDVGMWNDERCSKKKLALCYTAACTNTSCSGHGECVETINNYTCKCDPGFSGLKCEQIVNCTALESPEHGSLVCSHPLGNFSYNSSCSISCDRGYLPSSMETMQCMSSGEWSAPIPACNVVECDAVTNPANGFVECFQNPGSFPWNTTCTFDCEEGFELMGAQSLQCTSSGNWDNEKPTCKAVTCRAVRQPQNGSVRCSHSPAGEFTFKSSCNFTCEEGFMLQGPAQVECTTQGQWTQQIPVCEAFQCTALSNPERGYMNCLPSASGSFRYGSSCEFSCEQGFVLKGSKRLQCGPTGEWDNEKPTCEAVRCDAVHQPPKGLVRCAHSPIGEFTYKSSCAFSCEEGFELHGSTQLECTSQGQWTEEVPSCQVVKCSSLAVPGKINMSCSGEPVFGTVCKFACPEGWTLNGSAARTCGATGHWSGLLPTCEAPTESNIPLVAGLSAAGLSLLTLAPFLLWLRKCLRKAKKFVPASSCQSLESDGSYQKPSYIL
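Assay system: HUVEC primary endothelial cells. Input: 3,000 HUVEC seeded per well. Doses: one compound dose added by pin transfer. Read-out basis: % PE-positive cells. Benchmarks: TNF-alpha high, DMSO low. Detection: immunofluorescence imaging. Buffer or medium: EGM-2, gelatin.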
Cneo AK release – Cryptococcus neoformans cell lysis inducers, primary screen, AK release luminescence, single concentration; C. neoformans lysis, adenylate kinase release luminescence, 4 h; normalised: neutral wells 0, clomiphene wells 100; lysis activity, % at 15 µM; 360,000 tested, 0.2% active; AID 651654, 2012;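 active = mean lysis activity across replicates of at least 80%, whatever share of replicates individually reach that level; inactive = mean lysis activity below 80%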
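Test system: log-phase Cryptococcus neoformans yeast cells; Quantity: yeast cell density of 5 × 10^6 cells/mL; Buffer or medium: YPD; Doses: single compound concentration per well; Timing: 4 h at 37 °C static, read 1 h later; Measured by: AK luminescence; Read-out basis: lysis from increased AK signal; Control set: Clomiphene as positive control.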
ERAP1 HTS inh – human ERAP1 aminopeptidase inhibitors, primary screen, biochemical, single point, plate reader; recombinant ERAP1, Leu-AMC fluorescence, 60 min; inhibition, % at 10.7 µM; 340,000 tested, 0.15% active;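 active = mean replicate inhibition of at least 30%, or all replicates individually reaching that 30% level; inactive = mean below 30% and not every replicate reaching it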;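 note: 0% = neutral control wells and 100% = L-leucinethiol positive control wells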
PglD DTNB – C. jejuni PglD acetyltransferase inhibitors, primary screen, biochemical, DTNB colorimetric, single point. UDP-N-acetylbacillosamine N-acetyltransferase PglD (Campylobacter jejuni). purified PglD enzyme, DTNB colorimetric CoA detection. inhibition, % at 12.5 µM. 360,000 tested, 0.098% active; in the data active = inhibition above about 16%, passing the limit was not always enough; inconclusive = no clear call, values can overlap the other calls; note: strong numbers were not always called active
* marks the source's active call; other numbers are inactive results; ? = inconclusive; nt = not tested or not shown; & = joins results of further samples; [ ] = remark or other dose.

SMILES	miR122 inh	RAD52 anneal inh	PGC1a acetyl inh	RAD54 branch	E-sel inducer	Cneo AK release	ERAP1 HTS inh	PglD DTNB
O=c1cc(CN2CCN(C/C=C/c3ccccc3)CC2)c2cc(O)ccc2o1	-7.5	nt	7.0	10.0	nt	-1.9	nt	-217.8
Cc1ccc(CN2C(=O)C[C@@H](NC(=O)OCC3c4ccccc4-c4ccccc43)C/C=C\C2c2ccc(C)cc2)cc1 (stereo not given in full)	-4.5	-30.6	4.3	5.8	-5.8	1.6	nt	4.6
CCOC(=O)CSc1nc2ccccc2c(=O)n1CCCCCC(=O)NCc1ccco1	-13.0	-13.8	3.6	1.5	nt	nt	2.7	-1.2
C[C@@H]1CN([C@H](C)CO)C(=O)c2cccc(NC(=O)Nc3cccc4ccccc34)c2O[C@H]1CN(C)S(=O)(=O)c1ccc(Cl)cc1	-1.1[16.7 µM]	6.4	5.3	-9.7	nt	2.1	-0.7	1.9
O=C(C1CC1)N1CC(=O)N2[C@@H](CO)[C@@H](c3ccc(C#CCc4ccccc4)cc3)[C@@H]2C1	nt	-6.9	-2.3	nt	0.4	nt	1.9	nt
O=C(Nc1ccc(Oc2cccc3ccccc23)cc1)c1ccco1	-8.2	nt	-18.2	-7.0	nt	-11.9	nt	-2.1
O=C(NCC1CCCN1S(=O)(=O)c1cccs1)C(=O)Nc1cccc(F)c1 (stereo not given)	-1.7	-26.0	3.9	3.0	-0.5	0.2	2.3	-1.9
O=C(O)CC1S/C(=N\N=C2\C(=O)Nc3ccccc32)N(c2ccc(O)cc2)C1=O (stereo not given)	nt	4.0	nt	-24.4	nt	-0.4	-16.4	-4.7
COc1ccc(Nc2ccc(N3C(=O)CCCC3=O)cc2[N+](=O)[O-])c(OC)c1	-5.3	nt	24.7	6.6	nt	1.9	nt	-5.6
Cc1ccccc1C(=O)N1CCc2cc(-c3csc(NC(=O)CN4CCCC4)n3)ccc21	nt	44.4	nt	19.1	nt	-4.9	0.3	0.2
Nc1cc(Nc2ccccc2)c2nonc2c1[N+](=O)[O-]	nt	-65.8	8.4	-4.1	nt	0.7	0.4	-8.1
COC(=O)c1c(N2C(=O)[C@H]3[C@@H](C2=O)[C@]2(C(=O)Nc4c(C)cc(C)cc42)N2CCC[C@@H]32)sc(C)c1C	1.5	-53.2	nt	-2.5	0.2	-0.8	1.8	-1.3
COc1cccc(Nc2nc(Nc3ccc(Cl)c(C(=O)O)c3)nc(C)c2[N+](=O)[O-])c1	-12.2	-1.5	0.2	12.5	nt	-0.3	-0.5	0.9
CCn1nccc1C(=O)Nc1nccs1	2.2	nt	6.4	10.3	nt	3.6	nt	0.2
Cn1ncc(N2CCN(C(=O)c3ccc(Cl)cc3)CC2)c(Cl)c1=O	2.0	-9.3	4.4	nt	-0.2	0.0	10.7	3.8
O=C(Nc1cccc(F)c1)c1ccc(-c2ccccc2Cl)o1	2.8	nt	-4.4	-0.9	nt	3.5	nt	-6.9
CCN(C[C@H]1N[C@@](Cc2ccccc2)(C(=O)OC)[C@H]2C(=O)N(Cc3ccccc3)C(=O)[C@@H]12)C(C)=O	1.0	-15.5	-1.2	-0.9	0.4	-1.7	3.7	4.8
Cc1cc(NC(=O)CSc2cn(CC(=O)N(C(C)C)C(C)C)c3ccccc23)no1	0.1	0.7	-8.3	12.8	nt	11.7	-0.5	-2.7
Cc1cccc(NC(=S)NCc2ccc(F)cc2)c1C	20.4	-14.1	-5.1	-5.2	nt	-0.5	-7.3	9.0
COc1ccc(NC(=O)c2cc3c(=O)n4ccccc4nc3n2C)cc1OC	-10.1	-10.5	8.0	8.3	-0.6	-3.0	-1.6	-3.1
O=C(Nc1cc(Cl)ccc1Cl)c1cc(-c2ccco2)on1	nt	-41.1	nt	5.1	0.0	0.5	0.2	-0.4
C=CCOCC(O)Cn1c(N2CCCC2)nc2c1c(=O)[nH]c(=O)n2C (stereo not given)	-7.8	-12.7	12.8	10.1	3.8	1.9	1.4	5.1
COC(=O)c1ccc(Cn2nc(C)c(Cl)c2C)o1	-4.5	nt	12.6	1.5	nt	1.7	nt	-4.8
CCOc1ccc(NC(=O)CN(C)C(=O)c2ccc(COc3ccccc3)cc2)cc1OCC	-3.9	-8.2	-18.5	-0.3	1.3	-1.0	-0.9	-3.1
CC(=O)N1[C@H](CO)[C@H](c2ccccc2)[C@@H]1CNC(=O)CN1CCOCC1	83.3[16.7 µM]	-9.9	-5.4	-5.6	-0.1	-5.8	0.1	-1.4
COc1ccc(Cn2c(SCC(=O)NCc3ccco3)nc3ccsc3c2=O)cc1	3.5	nt	-12.1	9.8	nt	0.8	nt	-6.6
C[C@@H]1CCCCO[C@@H](CN(C)S(=O)(=O)c2ccc(F)cc2)[C@@H](C)CN([C@@H](C)CO)C(=O)c2cc(NC(=O)c3ccncc3)ccc2O1	-5.7[16.7 µM]	8.3	4.3	-6.9	nt	2.1	1.3	-1.6
N=C1C(c2nc(-c3ccc(F)cc3)cs2)=C(O)CN1Cc1ccc(Cl)cc1	35.2	nt	8.7	-4.8	nt	0.5	nt	0.9
CO[C@@H]1CN(C)C(=O)c2cc(NC(=O)Nc3ccccc3)ccc2OC[C@H](C)NC[C@H]1C	0.7[16.7 µM]	-10.4	nt	13.7	-0.1	-4.9	-3.2	-1.5
O=C(CC1Sc2ccccc2NC1=O)NNc1cc(Cl)ccc1Cl (stereo not given)	16.0	-3.7	4.5	4.1	-0.5	0.7	-7.4	8.6
CO[C@@H]1CC[C@H]2CCOc3c(C#N)cccc3C(=O)N(C)CC3(CCCCC3)CC(=O)N(C)C[C@H]1O2	nt	8.1	0.7	2.0	-0.1	22.4	3.9	4.5
CCOC(=O)[C@H]1[C@H]2COc3ccccc3[C@@H]2N2C(=O)c3cc(F)ccc3NC(=O)[C@@]12C	nt	-7.7	nt	1.6	-0.1	-1.5	-0.3	0.3
C[C@H](CO)N1C[C@H](C)[C@@H](CN(C)C(=O)Nc2ccc(F)cc2)Oc2ccc(NS(=O)(=O)c3cccs3)cc2C1=O	-2.6[16.7 µM]	-17.8	-1.2	-2.2	-0.1	-6.2	-1.0	-0.8
CCCCCC[N+](C)(C)CCSSCC[N+](C)(C)CCCCCC	-4.6	-3.8	-2.4	1.4	nt	-1.9	nt	-2.6
O=C(OCCN1CCCC1)C1(c2ccccc2)CCCC1	-0.9	nt	5.2	-4.6&10.8	nt	2.1&-0.4	nt	-2.8&1.0
O=C1CCCc2c1oc1c2CCCC1	-1.5	-22.9	21.1	4.4	0.1	5.4	1.2	-1.1
O=[N+]([O-])c1ccc(N=NNc2ccc([N+](=O)[O-])cc2)cc1	-3.8	-81.3	27.8	-13.5	-0.1	-0.4	-5.3	2.1
O=C(C[C@@H]1CC[C@H]2[C@@H](COC[C@H](O)CN2C(=O)c2cccnc2)O1)NCc1ccc(-c2ccccc2)cc1	4.3[16.7 µM]	-39.7	4.8	-1.9	0.6	1.4	-0.7	-1.9
Cc1ccc(CNS(=O)(=O)CCNC(=O)c2ccc3c(c2)OCO3)cc1	3.5	-8.4	-5.9	4.4	-1.5	-1.9	-6.8	4.5
c1cnc2nc(-c3ccc4c(c3)OCO4)cn2c1	-7.9	-25.7	3.7	0.6	-0.5	-0.8	-0.2	-4.0
Cc1ccc(-c2csc3ncnc(SCC(=O)Nc4nnc(C)s4)c23)cc1	5.0	nt	nt	-9.6	nt	0.1	nt	-2.7
O=C1C2CC=C(Cl)CC2C(=O)N1CCc1c[nH]c2ccccc12 (stereo not given)	7.1	-17.2	-7.5	-9.3	nt	-2.0	1.0	4.0
Cc1ccc(F)c(S(=O)(=O)NC(=O)C2(C)CCN2C(=O)CC(c2ccccc2)c2ccccc2)c1 (stereo not given)	3.5	-18.0	-4.9	-6.9	0.3	-0.4	-1.6	-0.8
N#C[C@@H]1[C@H](c2ccccc2)[C@@H](CO)N1C(=O)C1CCCC1	nt	-5.3	3.1	-3.8	?	1.0	-3.8	1.3
CNc1c(NS(=O)(=O)c2cc(OC)ccc2OC)c(=O)oc2ccccc12	3.0	-11.2	22.6	-5.7	nt	-1.7	-7.0	-2.8

Sorted by the number under PGC1a acetyl inh (high to low): some entries from above.
Compound | PGC1a acetyl inh
CNc1c(NS(=O)(=O)c2cc(OC)ccc2OC)c(=O)oc2ccccc12 | 22.6
CCCCCC[N+](C)(C)CCSSCC[N+](C)(C)CCCCCC | -2.4
O=C1C2CC=C(Cl)CC2C(=O)N1CCc1c[nH]c2ccccc12 (stereo not given) | -7.5

(list continues)
SMILES	miR122 inh	RAD52 anneal inh	PGC1a acetyl inh	RAD54 branch	E-sel inducer	Cneo AK release	ERAP1 HTS inh	PglD DTNB
Cn1ccnc1SCC(=O)c1c[nH]c2ccccc12	15.1	-2.2	3.6	3.1	nt	-0.2	-5.1	4.4
CCN(C(=O)CSc1nnnn1C)c1c(N)n(Cc2ccccc2)c(=O)[nH]c1=O	nt	-25.1	2.0	5.9	-2.5	1.0	-2.6	-3.5
CCN1C[C@@H](C)[C@H](OC)CN(C)C(=O)c2cc(NC(=O)c3ccno3)ccc2OC[C@H]1C	-11.7[16.7 µM]	-3.0	9.4	-1.4	0.0	0.0	1.7	1.3
CCCCCCN1C[C@H](O)[C@@H](n2cc(COC(=O)c3ccccc3)nn2)C[C@@H]1c1ccccc1	-2.0	-5.8	8.1	3.9	0.7	-0.2	3.8	3.8
COc1cccc(NC(=O)Nc2cccc(C(=O)O)c2)c1	-6.0	-2.4	-10.3	nt	nt	nt	-22.9	nt
COc1ccc2c3c([nH]c2c1)[C@H](CO)N(C(=O)Nc1ccc(F)cc1)CC31CCN(S(=O)(=O)c2cn(C)cn2)CC1	nt	11.3	-11.7	nt	-0.1	nt	-0.3	nt
CCN(CC)N=Nc1[nH]nc2nc(C)cc(C)c12	6.4	nt	nt	-11.5	nt	2.9	nt	6.2
C[C@H](CO)N1C[C@H](C)[C@H](CN(C)S(=O)(=O)c2cn(C)cn2)OCCCC[C@H](C)Oc2ccc(N(C)C)cc2C1=O	-0.4[16.7 µM]	-17.0	4.2	-9.3	0.4	1.7	2.4	-2.9
Cc1nc(=O)c(-c2ccccc2)c(C)n1-c1ccc(O)cc1	-2.4	nt	-2.5	-16.4	nt	-5.8	nt	nt
CC(C)Oc1ccccc1C1NC(=O)CCC1[N+](=O)[O-] (stereo not given)	nt	-1.6	nt	3.0	nt	-1.6	0.4	0.1
O=C(NC[C@@H]1[C@@H](c2ccccc2)[C@@H](CO)N1C(=O)Cc1cccnc1)C1CCC1	14.3[16.7 µM]	nt	-0.5	3.3	-0.3	-0.6	nt	-2.9
C[C@H]1CN([C@@H](C)CO)C(=O)c2cc(NC(=O)Nc3ccc(F)cc3)ccc2O[C@@H]1CN(C)S(=O)(=O)c1cn(C)cn1	2.3[16.7 µM]	10.0	3.3	-9.0	-0.4	56.3	1.5	0.1
CC(CCc1ccccc1)NC(=O)COC(=O)c1cccs1 (stereo not given)	-7.3	-13.2	nt	2.0	0.1	0.5	-0.1	-3.4
